Bioassay records (PubChem)
CHO parental Ca = counter-screen: ATP calcium response change in parental CHO cells; parental CHO-K1, ATP-induced calcium, Fluo-8 fluorescence; inhibition, % at 5.6 µM; hit rate 0.63% among 330,000; AID 463079;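 active means inhibition above that plate's mean sample inhibition plus 3 SD, cut at about 26% in these data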;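 further: 0% = ATP-challenged DMSO wells and 100% = DMSO wells without ATP; some compounds past the cut are filed as inactive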
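Assay system – parental CHO cells · Reagent – ATP stimulus · Detection – intracellular calcium via Fluo-8 no-wash fluorescent dye · Evaluation – percent inhibition of ATP-evoked calcium rise, normalized to controls · Controls – ATP wells versus no-ATP DMSO wells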
TAAR1 agonist = agonists of human TAAR1; Q96RJ0; hit rate 0.99% among 360,000; activation, % at 3 µM; AID 624467; CHO RD-HGA16 TAAR1, Fluo-8 calcium fluorescence; vehicle wells 0%, saturating PEA agonist 100%;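 active means activation above the mean activation of all test compounds in the run plus 3 SD, cut at about 38% in these data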
Target sequence (Q96RJ0 whole entry, looked up): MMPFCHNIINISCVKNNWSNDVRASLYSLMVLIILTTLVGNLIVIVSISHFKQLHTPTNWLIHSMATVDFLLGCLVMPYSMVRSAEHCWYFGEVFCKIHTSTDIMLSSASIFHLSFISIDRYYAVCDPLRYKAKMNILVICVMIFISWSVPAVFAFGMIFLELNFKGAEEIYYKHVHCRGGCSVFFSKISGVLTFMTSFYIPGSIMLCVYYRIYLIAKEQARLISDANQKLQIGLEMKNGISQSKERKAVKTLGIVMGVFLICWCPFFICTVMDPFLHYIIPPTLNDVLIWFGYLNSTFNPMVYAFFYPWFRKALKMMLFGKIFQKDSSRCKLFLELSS
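Test system: RD-HGA16 (CHO) cells co-expressing Gα16 and hTAAR1; dosing: one-point dosing at 3 µM (nominal); timing: 17-24 h seeding, 75 min 37 °C dye, 30 min RT; signal: kinetic Fluo-8 calcium fluorescence; read-out basis: % activation relative to PEA EC100 response; controls: DMSO and PEA EC100; replicates: n 1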
M1 ag = agonists of human M1 muscarinic receptor; P11229; CHO-K1 hM1, Fluo-8 calcium fluorescence, agonist mode; 0% DMSO, 100% acetylcholine EC100; activation, % at 3 µM; hit rate 0.33% among 360,000; AID 588814;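 active means activation above the run's mean compound activation plus 3 SD, cut at about 16% in these data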;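 further: peak over basal fluorescence ratio within a 140 s kinetic read after compound addition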
Target sequence (P11229 whole entry, looked up): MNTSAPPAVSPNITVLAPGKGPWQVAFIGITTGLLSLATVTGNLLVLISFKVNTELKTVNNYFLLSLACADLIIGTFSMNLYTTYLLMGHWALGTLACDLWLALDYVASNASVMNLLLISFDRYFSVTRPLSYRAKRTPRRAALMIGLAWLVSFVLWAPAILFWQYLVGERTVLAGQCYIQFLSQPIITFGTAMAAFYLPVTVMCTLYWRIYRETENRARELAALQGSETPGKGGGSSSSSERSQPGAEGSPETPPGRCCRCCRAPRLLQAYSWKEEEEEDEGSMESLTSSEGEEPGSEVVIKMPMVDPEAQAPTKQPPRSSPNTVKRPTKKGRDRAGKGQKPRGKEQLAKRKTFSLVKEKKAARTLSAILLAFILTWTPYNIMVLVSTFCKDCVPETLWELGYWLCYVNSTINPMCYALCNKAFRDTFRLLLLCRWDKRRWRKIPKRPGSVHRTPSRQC
M1 ag parental = M1 agonist counterscreen hit in parental CHO-K1 cells | Fluo-8 calcium fluorescence; scaled to maximal ATP response, vehicle zero | hit rate 0.48% among 360,000 | activation, % at 3 µM; in the data active means activation above about 15%;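 further: untransfected CHO-K1 host cells lacking M1 receptor as counterscreen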
CHO-K1 Ca PAM = counter-screen for M1 PAMs: effect in parental CHO-K1 cells. ATP EC20, Fluo-8 calcium fluorescence; 0% at ATP EC20, 100% at ATP max. activation, % at 3 µM. hit rate 0.02% among 360,000. AID 602247;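 active means activation above the run cutoff, the mean activation of all test compounds plus 3 SD, cut at about 40% in these data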;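 further: peak over basal fluorescence ratio in a 140 s read after ATP addition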
M1 PAM = potentiates human M1 receptor response to acetylcholine. P11229. CHO-K1 hM1, Fluo-8 calcium fluorescence, ACh EC20; 0% = ACh EC20, 100% = maximal ACh. activation, % at 3 µM. hit rate 0.088% among 360,000. AID 588819; in the data active means activation above about 19%, passing the limit was not always enough
TAAR1 antagonist = human TAAR1 antagonism; Q96RJ0; CHO RD-HGA16 TAAR1, Fluo-8 calcium fluorescence, antagonist; inhibition, % at 3 µM; hit rate 1.5% among 360,000;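 active means inhibition above a per-plate cutoff, the mean inhibition of test compounds on that plate plus 3 SD, cut at about 49% in these data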;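 further: 0% = DMSO plus EC80 beta-PEA response and 100% = DMSO alone without agonist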
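Test system – hTAAR1-expressing CHO RD-HGA16 cells, Gα16-coupled · Reagent – β-PEA at EC80 concentration, post-compound challenge · Compound dosing – 3 µM, single point · Timing – 140 s kinetic read after compound, 140 s after agonist · Detection – Fluo-8 intracellular calcium dye fluorescence, real-time kinetic reads · Control set – DMSO and EC80 PEA controls · Repeats – n of 1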
CHRM1 antagonist = blocks human M1 muscarinic receptor; P11229; hit rate 1.3% among 360,000; CHO-K1 hM1, Fluo-8 calcium fluorescence, ACh EC80 antagonist; AID 588852; inhibition, % at 3 µM;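 active means percent inhibition above its own plate's cutoff, namely the mean of that plate's compound wells plus 3 SD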;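 further: peak over basal fluorescence ratio during 140 s after agonist addition; 0% = ACh EC80 plus DMSO and 100% = DMSO alone without agonist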
CHO-K1 Ca antag = nonselective inhibitor or artifact in parental CHO-K1 cells; ATP-induced calcium, Fluo-8 fluorescence; inhibition, % at 3 µM; hit rate 0.6% among 360,000;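 active means inhibition above a per-plate cutoff, the plate's mean sample inhibition plus 3 SD, cut at about 24% in these data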;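 further: 0% = DMSO plus EC80 ATP and 100% = DMSO alone without ATP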
An asterisk follows results filed as active; / = no result given.

No. | SMILES | TAAR1 antagonist | CHO parental Ca | M1 PAM | M1 ag | CHO-K1 Ca antag | M1 ag parental | CHRM1 antagonist | CHO-K1 Ca PAM | TAAR1 agonist
1 | N#Cc1c(F)cccc1NCCCn1ccnc1 | -15 | -2 | 13 | -7 | 15 | -0.2 | -15 | -15 | 2
2 | Cc1ccc(NC(=O)C[n+]2ccn(C3=C([O-])c4ccccc4C3=O)c2)cc1 | 11 | -2 | -11 | -7 | 0 | 5.4 | 12 | 20 | 43*
3 | Nc1nc(NCc2ccccc2)n(-c2ccccc2)n1 | 11 | 2 | 2 | -2 | -9 | 0.4 | -7 | 0 | -1
4 | c1ccc(Cn2c(NCc3ccncc3)nc3ccccc32)cc1 | 8 | -22 | -6 | -11 | -11 | 0.2 | 4 | 3 | 3
5 | COc1cc(OC)cc(C(=O)N2CC(=O)Nc3ccccc32)c1 | -5 | -3 | 10 | -2 | 0 | -0.6 | -13 | 9 | -2
6 | CCOc1cc(-c2c(C)c(C)nc(N)c2C#N)ccc1O | -1 | -6 | 2 | -4 | -2 | 0.6 | -34 | 10 | 16
7 | Cn1nnnc1SCC(=O)Nc1nc(-c2ccc(F)c(F)c2)cs1 | 22 | 1 | -4 | 1 | 14 | 6.8 | 2 | -17 | 13
8 | CCOc1ccc(S(=O)(=O)N2CCc3cc(OC)c(OC)cc3C2)cc1 | -1 | -17 | 6 | -4 | -8 | 5.1 | -4 | 15 | 5
9 | COc1ccc(-c2csc(NC(=O)CSCc3c(C)noc3C)n2)cc1OC | 37 | -18 | -5 | 1 | -7 | 4.9 | -13 | 6 | 12
10 | CC1(c2ccc(Cl)cc2Cl)NC(=O)N(CC(=O)NCCC2=CCCCC2)C1=O (stereo not given) | -18 | / | 7 | -1 | -4 | 5.3 | -8 | 25 | 6
11 | CC(=O)NC(c1cc(Cl)c2ccccc2c1O)C(C)C (stereo not given) | -3 | -8 | 3 | -8 | 1 | -0.1 | 0 | -17 | 7
12 | OC(c1cccc(Cl)c1)c1nc(-c2ccc(Cl)cc2)cs1 (stereo not given) | -3 | / | 9 | 0 | 2 | -0.6 | 1 | 7 | 2
13 | O=C1/C(=C/c2ccccn2)COc2ccccc21 | 23 | -2 | 5 | -4 | -18 | -0.1 | -5 | 10 | 2
14 | CC(Oc1cccc(Br)c1)C(=O)Nc1cccc(S(=O)(=O)N2CCOCC2)c1 (stereo not given) | 12 | -12 | 9 | 3 | 8 | 4.5 | -1 | 17 | 7
15 | CC(C)Cc1oc(C(=O)O)cc1CN1CCOCC1 | 10 | -2 | 3 | -4 | -1 | 0.1 | -2 | -4 | 16
16 | Cn1nc(-c2ccc(Cl)cc2)cc1NC(=O)CSCC(=O)O | 1 | -6 | 13 | 0 | -7 | 0.0 | -20 | 7 | 0
17 | Cc1ccc(S(=O)(=O)CCN2CCC(n3cccc3)CC2)cc1 | -25 | -5 | 16 | 0 | -2 | -0.3 | -14 | 10 | 1
18 | CC(NC(=O)COC(=O)C1CSC2(C)CCC(=O)N12)C12CC3CC(CC(C3)C1)C2 (stereo not given) | -11 | -9 | 4 | 0 | 4 | -0.6 | -1 | -2 | 1
19 | Cn1c(SC/C=C/c2ccccc2)nnc1-c1cnccn1 | -17 | -10 | 4 | -4 | 0 | 0.8 | -5 | 10 | 0
20 | Cc1ncc(NS(=O)(=O)c2ccc(N)cc2)nc1C | -1 | / | 2 | -1 | -24 | 0.5 | -11 | 28 | 0
21 | Cc1c(NC(=O)c2ccc3c(c2)OCO3)cccc1-c1nc2ncccc2o1 | 28 | -28 | -3 | 0 | 6 | 2.7 | -3 | 7 | 7
22 | C=CCOc1c(CNc2cccc(C(=O)O)c2)cccc1OC | -25 | 2 | 1 | -2 | -6 | -0.1 | -3 | 12 | 0
23 | Cc1nc(CNC(=O)c2cc(COc3ccc(F)cc3Cl)on2)cs1 | 2 | -7 | 1 | 0 | -16 | 5.8 | -3 | 16 | 3
24 | O=C(c1ccc(C(F)(F)F)cc1)C1CCCN(C(=O)CCc2cnccn2)C1 (stereo not given) | -8 | -18 | 11 | -5 | -10 | 0.4 | -4 | 28 | 16
25 | CCCCOC(=O)Oc1ccc2c(=O)c(Oc3cc(C)cc(C)c3)coc2c1 | 21 | -5 | 17 | 2 | -14 | -0.2 | -4 | 23 | 2
26 | CC(=O)N1CCC(C(=O)NCCOc2ccc(C)cc2)CC1 | -14 | -10 | 13 | -3 | -11 | 0.3 | -10 | 16 | 3
27 | CC(C)Oc1cccc(-c2cc(C(=O)N3CCN(S(C)(=O)=O)CC3)c3ccccc3n2)c1 | 43 | -16 | 0 | 4 | 7 | 5.1 | -3 | 15 | 19
28 | COc1ccc(NC(=O)CN(C)C(=O)CCCNC(=O)c2ccc(Cl)cc2)cc1 | -24 | -13 | 4 | -4 | -6 | 0.9 | -9 | 11 | 1
29 | O=C(COC(=O)COc1ccccc1F)NCCc1ccc(F)cc1 | -16 | -6 | 1 | -2 | -8 | 0.0 | -4 | 5 | 3
30 | FC(F)(F)Sc1ccc(NC(=S)NCc2ccccc2)cc1 | 48 | 24 | -19 | 3 | 31* | 11 | 40* | -19 | 4
31 | O=C(CN(c1ccc(Cl)cc1)S(=O)(=O)c1ccc(Cl)c([N+](=O)[O-])c1)NCCc1ccccc1 | -5 | 1 | 8 | -3 | -10 | 1.2 | -9 | 14 | 3
32 | COc1ccc(-c2nn(C)c(=O)[nH]2)cc1 | -4 | -7 | 7 | -4 | -9 | 1.1 | -9 | 13 | 9
33 | COc1cccc(C(=O)NC(C)C(c2cccs2)N2CCN(C)CC2)c1 (stereo not given) | -1 | 2 | 7 | -12 | -19 | 1.3 | -6 | 24 | 11
34 | COc1ccc(C(c2nnnn2CS(=O)(=O)c2ccc(C)cc2)N2CCN(Cc3ccccc3)CC2)cc1 (stereo not given) | -25 | -16 | -1 | -5 | -11 | 0.1 | 6 | 1 | 20
35 | Cc1ccccc1OC(C)c1nc(-c2ccccc2)no1 (stereo not given) | 22 | -1 | 7 | -4 | -6 | 0.1 | -12 | 18 | 3
36 | CCOC(=O)N/N=C/c1ccc(OC)c(O)c1 | 8 | 5 | 10 | -7 | -1 | 4.6 | -5 | 22 | 1
37 | C=CCOc1ccc(/C=C/C(=O)OCC(=O)N2CCN(S(=O)(=O)c3ccc(C)cc3C)CC2)cc1 | -3 | / | 5 | -1 | -4 | 2.6 | 0 | 6 | 2
38 | CC(C)CN1CCC(=O)N([C@H](CSc2ccc(Br)cc2)c2ccccc2)CC1 | 4 | -20 | 3 | -8 | -10 | -0.1 | -2 | 11 | 4
39 | CCn1c(=O)cc(N2CCOCC2)[nH]c1=O | 3 | 3 | 4 | -6 | 5 | 0.1 | -11 | 21 | 9
40 | Cc1cccc(N2CCN(C(=O)c3ccc(CNc4c(N5CCC(C)CC5)c(=O)c4=O)cc3)CC2)c1C | -4 | -10 | 8 | -2 | 6 | -0.2 | 1 | -7 | 8
41 | C=CCN(c1ccccc1)S(=O)(=O)c1cccc(C(=O)NCC(c2ccccc2OC)N2CCCC2)c1 (stereo not given) | -37 | -26 | -24 | -8 | -14 | -0.6 | 50* | -10 | 0
42 | CCCCOc1nc(N)nc(-c2ccccc2)n1 | -6 | -12 | -3 | -2 | -5 | -0.3 | -2 | 2 | 3
43 | COCC(C)n1c(C)cc(C(=O)COC(=O)c2c(NC(C)=O)sc(C)c2C)c1C (stereo not given) | 17 | -10 | 4 | 1 | -12 | 0.8 | 1 | -2 | 0
44 | CCOC(=O)C(C(=O)N(C)C)c1ncc(C(F)(F)F)cc1Cl (stereo not given) | 7 | -11 | 11 | 0 | 22 | 0.1 | -8 | 8 | 10
45 | CCN(CC(=O)Nc1c(F)cccc1F)C(=O)c1cccc(S(=O)(=O)N2CCN(c3ccccc3)CC2)c1 | -5 | -8 | 6 | 0 | -4 | 4.9 | -7 | -8 | 3
46 | Cc1occc1-c1nnc(SCC(=O)NC(C)(C)C)n1CC(C)C | 5 | -23 | 2 | -7 | -1 | 0.1 | 4 | 7 | 1
47 | O=C(CN1C(=O)C2CC=CCC2C1=O)NCC1COc2ccccc2O1 (stereo not given) | -38 | -4 | 2 | -3 | -1 | 0.3 | -6 | 2 | 2
48 | On1nnc2ccc(C(F)(F)F)cc21 | -3 | -10 | 4 | 0 | -12 | 0.4 | 2 | 17 | 1
49 | COc1cc(/C=N/NC(=O)c2cccc(C)c2)ccc1OCC(=O)Nc1ccccc1 | 25 | -12 | 1 | -4 | 10 | 2.8 | 6 | -21 | 3
50 | CCC(C)[C@H]1CNCCN1CCc1cc(C(F)(F)F)cc(C(F)(F)F)c1 (stereo not given in full) | -36 | 30 | 7 | -3 | -5 | 3.1 | 1 | 19 | 49*
51 | CCOc1ccc(C(=O)NCC(c2ccco2)N2CCOCC2)cc1 (stereo not given) | -1 | 0 | -2 | -3 | 8 | 0.2 | 8 | 1 | 0
52 | CC(=O)Nc1cccc(C(=O)N/N=C/c2c[nH]c3ccccc23)c1 | 3 | 4 | 18 | -1 | 3 | 0.6 | -2 | 6 | 3
53 | COc1cc(C(=O)OCC(=O)Nc2cc(C)on2)c([N+](=O)[O-])cc1OC | 0 | -16 | 2 | -9 | 5 | 2.7 | -9 | 2 | 0
54 | O=C(N/N=C\c1ccc([N+](=O)[O-])s1)C1COc2ccccc2O1 (stereo not given) | 4 | -19 | 5 | -2 | 65* | 0.8 | -6 | -2 | 10
55 | O=C(C[n+]1ccccc1)N/N=C/c1ccc(C(=O)O)cc1 | 2 | -6 | 4 | -3 | -9 | 0.4 | 1 | -3 | 0
56 | O=C(c1ccccc1)c1ncc(C(F)(F)F)cc1Cl | 12 | -3 | 5 | -4 | -15 | 1.0 | -8 | 29 | 7
57 | FC(F)(F)c1ccccc1NC1=NCCC1 | -8 | -1 | 6 | -4 | -12 | 0.2 | -6 | 8 | 3
58 | O=C(Nc1nc(-c2ccccc2)cs1)c1cccnc1 | 7 | -11 | 8 | 1 | -37 | 8.6 | -16 | 24 | 17
59 | CCNC(=S)NNC(=O)CC(C)C | -12 | -5 | 14 | -8 | -10 | -0.2 | 0 | 7 | 0
60 | O=S(=O)(NCC(c1cccnc1)N1CCN(Cc2ccccc2)CC1)c1ccc(F)cc1 (stereo not given) | -12 | -4 | 16 | -6 | -4 | 0.3 | -15 | -14 | 0

Single records, from the list above. Order of screens: TAAR1 antagonist | CHO parental Ca | M1 PAM | M1 ag | CHO-K1 Ca antag | M1 ag parental | CHRM1 antagonist | CHO-K1 Ca PAM | TAAR1 agonist
Listed for `CC(=O)Nc1cccc(C(=O)N/N=C/c2c[nH]c3ccccc23)c1` = 3 | 4 | 18 | -1 | 3 | 0.6 | -2 | 6 | 3
Listed for `O=C(c1ccccc1)c1ncc(C(F)(F)F)cc1Cl` = 12 | -3 | 5 | -4 | -15 | 1.0 | -8 | 29 | 7
